Screens deposited in PubChem by National Center for Advancing Translational Sciences (NCATS).
HEK293 cAMP cs – counter-screen for TSHR agonists: cAMP increase in parental HEK293 | parental HEK293 CNG cAMP sensor, membrane potential fluorescence | Potency, µM (titrated, usually from 57.1 µM), inactives show at the top dose activation, hits mostly activators | hit rate 2.5% among 73,000 | AID 938; further: potency means the concentration at half of the fitted maximal effect; % of control where 0% means no effect; nearly all actives have a fitted effect of over 55% in size
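Parental HEK 293 cells stably expressing a cAMP-gated CNG channel were loaded with membrane potential dye containing 100 uM RO 20-1724 for 60 min. Compound added for 30 min; depolarization read as fluorescence intensity at 590 nm.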
USP2a inh – blocks human ubiquitin-specific protease USP2a. USP2a enzymatic assay, qHTS inhibition. Potency, µM (series often up to 38.3 µM), without a hit: at the highest dose activity change, negative = inhibition, usual class: inhibitors. hit rate 0.1% among 60,000. AID 927;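 further: potency means the concentration at half of the fitted maximal effect; nearly all actives have a fitted effect of over 60% in size; plate controls were DMSO for no effect and NEM full inhibition control for full effect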
Target sequence (O75604 whole entry, looked up): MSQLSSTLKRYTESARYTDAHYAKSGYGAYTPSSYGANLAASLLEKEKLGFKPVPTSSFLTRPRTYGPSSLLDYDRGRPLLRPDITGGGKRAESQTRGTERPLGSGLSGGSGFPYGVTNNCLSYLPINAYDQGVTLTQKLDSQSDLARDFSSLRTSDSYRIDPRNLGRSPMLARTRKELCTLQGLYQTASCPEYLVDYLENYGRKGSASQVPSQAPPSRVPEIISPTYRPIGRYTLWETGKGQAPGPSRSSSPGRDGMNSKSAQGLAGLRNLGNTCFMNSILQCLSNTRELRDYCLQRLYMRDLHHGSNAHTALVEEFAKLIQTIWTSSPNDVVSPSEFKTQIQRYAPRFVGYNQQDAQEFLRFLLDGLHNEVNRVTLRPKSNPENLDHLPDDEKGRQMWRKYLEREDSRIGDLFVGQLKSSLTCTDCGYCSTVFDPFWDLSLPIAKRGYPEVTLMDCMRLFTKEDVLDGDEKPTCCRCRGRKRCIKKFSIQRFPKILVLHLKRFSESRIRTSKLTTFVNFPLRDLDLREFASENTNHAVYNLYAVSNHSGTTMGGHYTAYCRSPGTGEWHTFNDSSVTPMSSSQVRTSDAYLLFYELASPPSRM
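USP2 core (20nM final) preincubated 30 min RT with compound, then Ub-PLA2 20nM and NBD C6-HPC 20uM final added; buffer 20mM Tris-HCl pH 8.0, 2mM CaCl2. Fluorescence Ex 460/Em 535 read at 0 and 2.5 h; normalized to NEM.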
TexasRed autofl – Texas Red region autofluorescence; Compound fluorescence, Texas Red channel, 547/618 nm; hits give high values; max dye-equivalent concentration, M; hit rate 0.06% among 59,000; AID 587; in the data active means max dye-equivalent concentration above about 10 nM; inconclusive means between about 1.1 nM and that limit
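Texas Red-region profiling: compounds in 100 mM Tris pH 8.0 were read at 547/618 nm after 15 min at room temperature. Intensities were normalized against a six-point Texas Red standard series to give dye-equivalent concentration.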
Rhodamine autofl – compound autofluorescence in rhodamine spectral region; Rhodamine-region fluorescence, 547/598 nm, Tris buffer; hits give high values; max dye-equivalent concentration, M; hit rate 0.05% among 59,000; in the data active means max dye-equivalent concentration above about 11 nM; inconclusive means between about 1.1 nM and that limit
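Intrinsic compound fluorescence, ex 547 / em 598 nm, CCD imager. Tris 100 mM pH 8.0; 15 min RT. Output = rhodamine dye-equivalent concentration at each compound concentration.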
Casp1 inh – blocks human caspase-1 allosterically or competitively; P29466; Caspase-1 enzyme, Ac-WEHD-AFC fluorogenic rate; Potency, µM (top dose mostly 57.5 µM), for inactives: top-dose activity change, negative = inhibition, hits mostly inhibitors; hit rate 0.03% among 75,000; AID 900;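 further: potency means the concentration at half of the fitted maximal effect; plate controls were vehicle for no effect and no substrate for full effect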
Fluorescein fluor – compound autofluorescence in fluorescein spectral region; Compound autofluorescence, 480/540 nm, fluorescein-equivalent; hits give high values; max fluorescein-equivalent concentration, M; hit rate 0.91% among 59,000; in the data active means max fluorescein-equivalent concentration above about 10 nM; inconclusive means between about 1.1 nM and that limit
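Tris 100 mM pH 8.0; 15 min RT; CCD read, ex 480/em 540 nm. Output: fluorescein-equivalent concentration per compound concentration, from six-point dye series on each plate.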
Caspase-7 inhib – allosteric or competitive inhibitors of human caspase-7; hit rate 0.02% among 75,000; Potency, µM (titrated, usually from 57.5 µM), for the others: at the highest dose activity change, negative = inhibition, actives largely listed as inhibitors; AID 889; recombinant caspase-7, Ac-DEVD-AFC fluorescence rate; active means well fitted inhibition curve with a large enough effect in the main read-out, with a control signal flat, not every such curve was filed as active; inconclusive means small, poorly fitted or top-dose-only effect, or a change in a side signal; further: potency means the concentration at half of the fitted maximal effect; % of control where 0% means no effect
FLuc inh – blocks Photinus pyralis firefly luciferase activity; P08659; purified firefly luciferase, luminescence, 8 min; Potency, µM (highest dose often 57.1 µM), for inactives: at the top dose activity change, negative = inhibition, actives largely listed as inhibitors; hit rate 2.2% among 72,000; AID 411; further: potency means the concentration at half of the fitted maximal effect; on the % scale 0 is the no-effect control and ±100 the full control effect; nearly all actives have a fitted effect of over 40% in size
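Firefly luciferase (PKLight detection mix) with 10 uM ATP in pH 7.2 imidazole buffer (KCl, MgCl2, Tween 20, BSA). Compounds tested across a concentration series (qHTS). Luminescence read after 8 min at ambient temperature.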
Tau fil binding – tau filament binding; P10636; recombinant tau filaments, thioflavin S fluorescence, 15 h; filaments grown with octadecylsulfate alongside compound; Potency, µM (series often up to 57.1 µM), without a hit: top-dose activity change, negative = inhibition; hit rate 2% among 71,000; AID 596;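 further: potency means the concentration at half of the fitted maximal effect; on the % scale 0 is the no-effect control and ±100 the full control effect; actives lower thioflavin S fluorescence by blocking filaments or displacing dye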
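His-tagged recombinant human tau (exons 2, 3 and 10 included), 1 uM, was induced to fibrillize by 30 uM sodium octadecylsulfate with compound present. After 15 h at 37 C, thioflavine S fluorescence (ex 450, em 510 nm) was read.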
HADH2 inhib – HADH2 (human) dehydrogenase inhibition; AID 886; Potency, µM (highest dose often 57.1 µM), for the others: at the highest dose activity change, negative = inhibition, most hits filed as inhibitors; hit rate 3.4% among 73,000; recombinant HADH2, NADH fluorescence, beta-hydroxybutyryl-CoA; further: potency means the concentration at half of the fitted maximal effect; on the % scale 0 is the no-effect control and ±100 the full control effect; nearly all actives have a fitted effect of over 60% in size; many of its hits are not listed in these tables
Target sequence (Q99714 whole entry, looked up, one chain of several): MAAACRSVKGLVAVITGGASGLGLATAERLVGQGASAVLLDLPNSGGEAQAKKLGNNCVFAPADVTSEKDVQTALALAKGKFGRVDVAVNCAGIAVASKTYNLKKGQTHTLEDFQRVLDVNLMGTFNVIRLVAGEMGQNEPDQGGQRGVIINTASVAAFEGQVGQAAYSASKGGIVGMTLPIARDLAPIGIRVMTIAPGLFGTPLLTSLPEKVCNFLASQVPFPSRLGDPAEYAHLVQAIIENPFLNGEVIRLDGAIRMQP
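20 nM HADH2 + cpd, 15 min RT; add 1 mM NAD+/90 uM beta-hydroxybutyryl-CoA; kinetic fluorescence 360/450 nm, 4 min. Tris-HCl pH 9.0, 0.01% Tween-20.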
ERK AVP inh – vasopressin-driven ERK pathway inhibition | HEK293-V1b, vasopressin-stimulated pERK AlphaScreen | hit rate 0.99% among 72,000 | AID 995 | Potency, µM (doses to about 57.5 µM), without a hit: top-dose activity, negative = inhibition, hits mostly inhibitors; further: potency means the concentration at half of the fitted maximal effect; on the % scale 0 is the no-effect control and ±100 the full control effect; nearly all actives have a fitted effect of over 55% in size
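Overnight-seeded V1b-HEK293 cells in 1% FBS got compound, then vasopressin (25 nM final, 5 min, 37C), then lysis buffer. AlphaScreen detection of phospho-ERK; activity normalized to basal and full-stimulation controls.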
Numbers without * were called inactive; [ ] = remark or other dose. Unless noted, the call rests on the fitted dose curve; in most records, active means well fitted curve in the direction sought with a large enough effect; inconclusive means small, poorly fitted or top-dose-only effect, or another doubt; inactive means no such curve, though single readings can be large; an effect the other way counts as inactive or inconclusive.

Screening O=C(NC(C(=O)c1ccccc1)n1ccc(=O)[nH]c1=O)c1ccccc1 (configuration not stated) returned HEK293 cAMP cs inconclusive, USP2a inh -7%, TexasRed autofl inactive, Rhodamine autofl inactive, Casp1 inh 0%, Fluorescein fluor inactive, Caspase-7 inhib 2%, FLuc inh 1%, Tau fil binding -8%, HADH2 inhib 0% and ERK AVP inh -4%.
For CC(=O)Nc1ccccc1OCC(=O)c1cc(C)n(Cc2cccs2)c1C the results were HEK293 cAMP cs 10µM*, USP2a inh 3%, TexasRed autofl inconclusive, Rhodamine autofl inactive, Casp1 inh 1%, Fluorescein fluor inactive, Caspase-7 inhib -3%, FLuc inh -5%, Tau fil binding 31%, HADH2 inhib -6% and ERK AVP inh 15%.
`O=C(Nc1nc(-c2ccco2)cs1)c1ccccc1` gave HEK293 cAMP cs inconclusive, USP2a inh 19%, TexasRed autofl inactive, Rhodamine autofl inactive, Casp1 inh -4%, Fluorescein fluor inactive, Caspase-7 inhib -7%, FLuc inh inconclusive, Tau fil binding inconclusive, HADH2 inhib inconclusive and ERK AVP inh 11%.
Screening CC1OC2C(OC1C)N(S(C)(=O)=O)CCN2S(C)(=O)=O (configuration not stated) returned HEK293 cAMP cs 9%, USP2a inh -2%, Casp1 inh -4%, Caspase-7 inhib -2%, FLuc inh 1%, Tau fil binding 10%, HADH2 inhib -1% and ERK AVP inh 16%.
Cc1ccc(-n2nc(C)c3c2OC(N)=C(C#N)C3c2ccc(F)cc2)cc1 (configuration not stated) was read as HEK293 cAMP cs -3%, USP2a inh 4%, TexasRed autofl inconclusive, Rhodamine autofl inactive, Casp1 inh 0%, Fluorescein fluor inactive, Caspase-7 inhib 0%, FLuc inh -13%, Tau fil binding inconclusive, HADH2 inhib 2% and ERK AVP inh -11%.
O=C(CSc1ccccn1)Nc1ccc(Br)cn1 was read as HEK293 cAMP cs 10%, USP2a inh 0%, TexasRed autofl inactive, Rhodamine autofl inactive, Casp1 inh 1%, Fluorescein fluor inactive, Caspase-7 inhib 1%, FLuc inh -1%, Tau fil binding -5%, HADH2 inhib 4% and ERK AVP inh 14%.
For N#C[C@H](Cc1ccc(O)cc1)c1ccc(O)cc1 the results were HEK293 cAMP cs -11%, Casp1 inh 1%, Caspase-7 inhib 0%, FLuc inh -4%, Tau fil binding inconclusive, HADH2 inhib 4% and ERK AVP inh -22%.
For Cc1cc(N)n2nc(-c3ccccc3)cc2n1 the results were HEK293 cAMP cs 4%, USP2a inh 3%, Casp1 inh -3%, Caspase-7 inhib 0%, FLuc inh 4%, Tau fil binding 2%, HADH2 inhib -2% and ERK AVP inh -21%.
`O=C(Cn1cc2c(n1)CCCCC2)NCCN1CCOCC1` gave HEK293 cAMP cs 2%, Casp1 inh 0%, Caspase-7 inhib -1%, FLuc inh 1%, Tau fil binding -6%, HADH2 inhib 6% and ERK AVP inh -1%.
For O=C1c2ccccc2-c2nc3ncnn3c(-c3ccccc3Cl)c21 the results were HEK293 cAMP cs 5%, Casp1 inh -1%, Caspase-7 inhib -1%, FLuc inh -1%, Tau fil binding 13µM*, HADH2 inhib 6% and ERK AVP inh -21%.
Screening CC(C)N(Cc1cc2ccccc2[nH]c1=O)C(=O)C1CCCCC1 returned HEK293 cAMP cs inconclusive, USP2a inh 14%, TexasRed autofl inconclusive, Rhodamine autofl inactive, Casp1 inh 0%, Fluorescein fluor inconclusive, Caspase-7 inhib -3%, FLuc inh 2%, Tau fil binding -17%, HADH2 inhib -11% and ERK AVP inh 14%.
CCCn1c(=O)[nH]c(=O)c2c1nc(-c1ccccc1OC(F)F)n2CCOC was read as HEK293 cAMP cs 8%, USP2a inh -1%, TexasRed autofl inactive, Rhodamine autofl inactive, Casp1 inh 1%, Fluorescein fluor inconclusive, Caspase-7 inhib -3%, FLuc inh 1%, Tau fil binding 2%, HADH2 inhib inconclusive and ERK AVP inh 14%.
For CC(C)C[C@H](NC(=O)Nc1cccc(Cl)c1)C(=O)O the results were HEK293 cAMP cs 28%, USP2a inh 6%, TexasRed autofl inactive, Rhodamine autofl inactive, Casp1 inh -4%, Fluorescein fluor inconclusive, Caspase-7 inhib 1%, FLuc inh 2%, Tau fil binding 2%, HADH2 inhib -10% and ERK AVP inh inconclusive.
For CCOC(=O)COc1cc2c(C(=O)OCC)c(C)oc2cc1Br the results were HEK293 cAMP cs inconclusive, USP2a inh 2%, Casp1 inh 0%, Caspase-7 inhib -2%, FLuc inh 0%, Tau fil binding 86%, HADH2 inhib 4% and ERK AVP inh 20%.
Screening COc1ccc(-c2cc(C(=O)OCC(=O)N(C)C)c3ccccc3n2)cc1 returned HEK293 cAMP cs 13%, USP2a inh inconclusive, TexasRed autofl inconclusive, Rhodamine autofl inactive, Casp1 inh inconclusive, Fluorescein fluor inactive, Caspase-7 inhib -26%, FLuc inh 20µM*, Tau fil binding -8%, HADH2 inhib 36%[activator] and ERK AVP inh inconclusive.
`N#Cc1nc(-c2ccc(OCc3ccccc3)cc2)oc1N1CCOCC1` gave HEK293 cAMP cs 16%, USP2a inh 3%, TexasRed autofl inactive, Rhodamine autofl inactive, Casp1 inh -8%, Fluorescein fluor inactive, Caspase-7 inhib -2%, FLuc inh 6%, Tau fil binding 16%, HADH2 inhib inconclusive and ERK AVP inh -27%.
C=CCSc1nc(N)c(C(=O)Nc2ccccc2C)cc1C(N)=O was read as HEK293 cAMP cs -5%, USP2a inh 1%, TexasRed autofl inactive, Rhodamine autofl inactive, Casp1 inh 0%, Fluorescein fluor inconclusive, Caspase-7 inhib -1%, FLuc inh -2%, Tau fil binding -6%, HADH2 inhib inconclusive and ERK AVP inh -2%.
For CC(C)COC(=O)NCCCOC(=O)Nc1ccccc1 the results were HEK293 cAMP cs 20%, USP2a inh 6%, TexasRed autofl inactive, Rhodamine autofl inactive, Casp1 inh 0%, Fluorescein fluor inconclusive, Caspase-7 inhib -3%, FLuc inh -8%, Tau fil binding 6%, HADH2 inhib -6% and ERK AVP inh -19%.
For COc1ccc(NC(=O)c2cc(C(C)C)on2)cc1OC the results were HEK293 cAMP cs 4%, USP2a inh 6%, TexasRed autofl inactive, Rhodamine autofl inactive, Casp1 inh 1%, Fluorescein fluor inactive, Caspase-7 inhib 0%, FLuc inh -12%, Tau fil binding -2%, HADH2 inhib -5% and ERK AVP inh 55%[activator].
For COc1ccccc1-c1c(C)nn2c(N3CCN(c4ccccc4OC)CC3)cc(C)nc12 the results were HEK293 cAMP cs inconclusive, Casp1 inh -1%, Caspase-7 inhib 0%, FLuc inh 0%, Tau fil binding 187%, HADH2 inhib 5% and ERK AVP inh -8%.
`OCCN1CCN(CC/C=C2\c3ccccc3Sc3ccc(C(F)(F)F)cc32)CC1` gave HEK293 cAMP cs 4%[25.6 µM], USP2a inh 111%[activator][17.1 µM], TexasRed autofl inactive, Rhodamine autofl inactive, Casp1 inh -7%[25.7 µM], Fluorescein fluor inconclusive, Caspase-7 inhib 1%[25.7 µM], FLuc inh -6%[25.5 µM], Tau fil binding 144%[25.6 µM], HADH2 inhib -5%[25.6 µM] and ERK AVP inh inconclusive.
CC1(C(=O)O)CC(C)(C(=O)O)CC(C)(C(=O)O)C1 (configuration not stated) was read as HEK293 cAMP cs 3%, USP2a inh 4%, TexasRed autofl inactive, Rhodamine autofl inactive, Casp1 inh 2%, Fluorescein fluor inconclusive, Caspase-7 inhib 1%, FLuc inh 1%, Tau fil binding 4%, HADH2 inhib 5% and ERK AVP inh 3%.
`COc1ccc(OC)c(NC(=O)CSC2=NCCS2)c1` gave HEK293 cAMP cs inconclusive, USP2a inh -10%, TexasRed autofl inactive, Rhodamine autofl inactive, Casp1 inh 1%, Fluorescein fluor inactive, Caspase-7 inhib -2%, FLuc inh -5%, Tau fil binding -9%, HADH2 inhib 2% and ERK AVP inh -12%.
CC(=O)Nc1ccccc1C=C1c2ccccc2-c2ccccc21 was read as HEK293 cAMP cs 5%[11.4 µM], TexasRed autofl inactive, Rhodamine autofl inactive, Casp1 inh 0%[11.5 µM], Fluorescein fluor inactive, Caspase-7 inhib 0%[11.5 µM], FLuc inh 1%[11.4 µM], Tau fil binding 13%[11.4 µM], HADH2 inhib 4%[11.4 µM] and ERK AVP inh -12%[11.5 µM].
Screening CNc1nc(C)c(C(=O)OCC(=O)OC)s1 returned HEK293 cAMP cs -6%, USP2a inh -6%, Casp1 inh -1%, Caspase-7 inhib 1%, FLuc inh 1%, Tau fil binding 5%, HADH2 inhib -3% and ERK AVP inh -13%.
For CCOC(=O)N(Cc1ccccc1)C(C(=O)O)C(C(=O)O)N(Cc1ccccc1)C(=O)OCC (configuration not stated) the results were HEK293 cAMP cs 10%, USP2a inh -4%, TexasRed autofl inactive, Rhodamine autofl inactive, Casp1 inh -1%, Fluorescein fluor inconclusive, Caspase-7 inhib 0%, FLuc inh 3%, Tau fil binding -4%, HADH2 inhib inconclusive and ERK AVP inh -6%.

The list is partial; rates above refer to the full screens.
